Coupling enz: inhibits coupling enzyme system, counter-screen for aldolase hits; hit rate 0.67% among 290,000; coupling enzyme system counterscreen, AmpLite Red fluorescence; activity change, negative = inhibition, % at 58.2 µM, hits read low; in the data active means activity change below about -30%; further: on the % scale 0 is the no-effect control and ±100 the full control effect
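Coupling enzymes only (glyceraldehyde-3-phosphate) + compound, at 57.5 uM final, 10 min RT; add substrate/coupling/AmpLite Red mix, 20 min RT; fluorescence ex 525/em 598 nm. Actives flag coupling-system interference.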
AT treatment: potential ataxia-telangiectasia treatment | […] A-T fibroblasts, KAP-1 phosphorylation AlphaLISA; neocarzinostatin DNA damage 30 min before lysis | Potency, µM (titrated, usually from 57.5 µM), for the others: at the highest dose activation, most hits filed as activators | hit rate 0.19% among 320,000; further: potency means the concentration at half of the fitted maximal effect; % of control where 0% means no effect; nearly all actives have a fitted effect of over 45% in size
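ATM-like activity read as KAP-1 phosphorylation via AlphaLISA donor/acceptor antibody pairs after lysis and 6 hr at 25C. Cells were ATM-null patient fibroblasts ([…], hTERT), dosed 60 min, then exposed to the DSB inducer NCS for 30 min.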
KCNH2 3.1 block: KCNH2 3.1 (human) potassium channel inhibition; U2OS KCNH2 3.1, thallium flux FluxOr; active compounds read low; activity change, % (tested at about 1.8 µM); hit rate 0.95% among 340,000;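 active means maximum activity change below -70%; inconclusive means maximum activity change from -70% to -50%; inactive means maximum activity change above -50%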;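 further: thallium influx rate constant from kinetic fluorescence after stimulation buffer; on the % scale 0 is the no-effect control and ±100 the full control effect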
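Steps: virus added to U2OS suspension (4 h, RT, dark); medium with 10% FBS added, cells plated, 37 C overnight; FluxOr/Red40 loading buffer 45 min RT; stimulation buffer, 2 min kinetic read; rate constant normalized.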
hERG WT inh: KCNH2 (human, wildtype) channel inhibition; Q12809; U2OS, BacMam KCNH2, thallium flux FluxOr; active compounds read low; activity change, % at 1.84 µM; hit rate 0.37% among 340,000;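 active means maximum activity change below -70%; inconclusive means maximum activity change between -70% and -50%; inactive means maximum activity change above -50%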; further: on the % scale 0 is the no-effect control and ±100 the full control effect
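U2OS cells were transduced with wild-type KCNH2 virus (2.03 x 10^8 / mL) for 4 h at room temperature, then cultured overnight at 37 C. Thallium flux was read with FluxOr dye. Rate constants were normalized to DMSO controls.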
GALK inhibitor: blocks human galactokinase activity. hit rate 0.007% among 270,000. AID 1868. Potency, µM (series often up to 57.5 µM), without a hit: at the highest dose activity change, negative = inhibition, actives largely listed as inhibitors. Purified GALK, Kinase-Glo residual ATP luminescence; further: potency means the concentration at half of the fitted maximal effect; on the % scale 0 is the no-effect control and ±100 the full control effect
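5 nM enzyme, 35 uM ATP, 100 uM galactose, 20 mM HEPES pH8.0, 5 mM MgCl2; 1 h RT; residual ATP by Kinase-Glo Plus luminescence, qHTS format.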
Integrin act MD: integrin-mediated muscular dystrophy alleviation activation; alpha7betagal myoblasts, beta-gal FDG fluorescence, 48 h; Potency, µM (top dose mostly 38.3 µM), inactives show at the highest dose activation, actives largely listed as activators; hit rate 0.064% among 350,000; AID 624291;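 further: potency means the concentration at half of the fitted maximal effect; 100% = response of the positive control SU9516; nearly all actives have a fitted effect of over 60% in size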
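alpha7betagal+/- myoblasts (passage 13, 250/well) treated 48 h at 37C with compounds at 1:260 dilution of DMSO stock. Lysed, then beta-galactosidase activity read as FDG fluorescence (ex 480/em 540) after 30 min, with pre-read for autofluorescence.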
CXXC DNA block: inhibitors of human MLL CXXC domain-DNA interaction. Q03164. MLL-CXXC / FITC-HOXA9 DNA fluorescence polarization. Potency, µM (series often up to 115 µM), without a hit: at the highest dose activity change, negative = inhibition, actives largely listed as inhibitors. hit rate 0.037% among 290,000. AID 2662; active means well fitted inhibition curve with a large enough effect in the polarisation, with a control signal flat, not every such curve was filed as active; inconclusive means small, poorly fitted or top-dose-only effect, or effect the other way, or a change in a side signal; inactive means no such curve, though single readings can be large or run the other way; the % refers to the polarisation; further: potency means the concentration at half of the fitted maximal effect
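Fluorescence polarization: 7 uM MLL-CXXC (stock) preincubated 5 min with compounds, then 50 nM fluorescein-HOX-A9 DNA (stock) added; 30 min ambient. Buffer 50 mM Tris-HCl pH 7.5, 50 mM NaCl, 1 mM DTT, 0.05% BSA.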
ASM inhibitor: inhibitors of human secretory acid sphingomyelinase; P17405; placental ASM, HMU-PC fluorogenic substrate, 60 min; Potency, µM (titrated, usually from 57.5 µM), without a hit: at the top dose activity change, negative = inhibition, most hits filed as inhibitors; hit rate 0.006% among 340,000; AID 504937; further: potency means the concentration at half of the fitted maximal effect
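Human placenta-derived ASM preincubated with compound 10 min at room temperature, then reacted with 9 uM (final) fluorogenic HMU-PC substrate for 60 min at 37 C. Stop solution raises pH to 10; fluorescence read at Ex 386/Em 447 nm.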
MBNL1-CUG inh: inhibitors of human MBNL1 binding to CUG repeat RNA | Q9NR56 | TR-FRET MBNL1-His/biotin-(CUG)12 binding, 665/545 ratio | Potency, µM (titrated, usually from 57.5 µM), for inactives: at the top dose activity change, negative = inhibition, actives largely listed as inhibitors | hit rate 0.036% among 280,000; active means well fitted inhibition curve with a large enough effect in the signal ratio, with a control signal flat, not every such curve was filed as active; inconclusive means small, poorly fitted or top-dose-only effect, or effect the other way, or a change in a side signal; inactive means no such curve, though single readings can be large or run the other way; the % refers to the signal ratio; further: potency means the concentration at half of the fitted maximal effect; on the % scale 0 is the no-effect control and ±100 the full control effect
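Ratiometric TR-FRET (665 over 545 nm, excitation 340 nm) tracks disruption of MBNL1-His/biotin-(CUG)12 complex after 60 min at room temperature, with compounds at 92 nM to 58 uM final.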
TRPV1 agonist: activates the human vanilloid receptor TRPV1 | Q8NER1 | TRPV1-expressing cells, Fluo-8 calcium influx, agonist mode | activation, % at 8.33 µM | hit rate 0.19% among 320,000 | AID 540275; in the data active means activation above about 80%; inconclusive means between about 30% and that limit; further: 0% is about no effect
Target sequence (Q8NER1 whole entry, looked up): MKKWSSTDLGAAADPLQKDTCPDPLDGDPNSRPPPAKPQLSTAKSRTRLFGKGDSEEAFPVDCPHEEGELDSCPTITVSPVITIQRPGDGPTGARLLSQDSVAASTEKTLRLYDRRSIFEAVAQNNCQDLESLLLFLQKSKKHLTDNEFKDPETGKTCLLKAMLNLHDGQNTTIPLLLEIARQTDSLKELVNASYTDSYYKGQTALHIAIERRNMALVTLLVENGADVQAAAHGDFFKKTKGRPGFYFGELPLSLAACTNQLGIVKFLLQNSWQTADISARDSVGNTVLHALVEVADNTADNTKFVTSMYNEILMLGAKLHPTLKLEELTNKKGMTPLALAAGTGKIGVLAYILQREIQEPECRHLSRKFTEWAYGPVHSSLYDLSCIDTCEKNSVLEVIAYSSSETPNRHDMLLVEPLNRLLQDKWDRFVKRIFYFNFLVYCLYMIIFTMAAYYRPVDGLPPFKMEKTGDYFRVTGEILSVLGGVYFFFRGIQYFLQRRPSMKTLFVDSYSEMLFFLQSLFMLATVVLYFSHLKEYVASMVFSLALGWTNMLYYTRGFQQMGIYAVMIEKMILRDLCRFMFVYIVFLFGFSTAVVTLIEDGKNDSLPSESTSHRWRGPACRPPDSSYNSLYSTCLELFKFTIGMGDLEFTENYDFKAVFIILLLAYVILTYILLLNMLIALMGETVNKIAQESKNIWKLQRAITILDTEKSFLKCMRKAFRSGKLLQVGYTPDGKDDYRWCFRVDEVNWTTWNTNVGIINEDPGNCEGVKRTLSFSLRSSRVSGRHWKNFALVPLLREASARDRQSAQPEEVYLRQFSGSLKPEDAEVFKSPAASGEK
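Cells expressing TRPV1 were dye-loaded with Fluo-8 and read kinetically: 10 s baseline, 3 min after compound (agonist portion), then 2 min after EC20 capsaicin (allosteric enhancer portion). Calcium-bound dye fluorescence at 480/520 nm.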
Starred values were filed as active, the others as inactive; ? = inconclusive; . = not tested or not shown; & = joins results of further samples; [ ] = dose if it differs, or a comment. Unless noted, the call rests on the fitted dose curve; in most records, active means well fitted curve in the direction sought with a large enough effect; inconclusive means small, poorly fitted or top-dose-only effect, or another doubt; inactive means no such curve, though single readings can be large; an effect the other way counts as inactive or inconclusive.

Values in the order: Coupling enz | AT treatment | KCNH2 3.1 block | hERG WT inh | GALK inhibitor | Integrin act MD | CXXC DNA block | ASM inhibitor | MBNL1-CUG inh | TRPV1 agonist
1) O=C(CSc1nc2ccccc2[nH]1)Nc1nc(-c2cccc(Br)c2)cs1
 : 2 | 7% | -6 | 0 | -1% | 0% | 1% | 7% | -11% | 10
2) CC(C)(C)c1[nH]nc2c1C(c1ccc(OC(=O)c3ccco3)cc1)C(C#N)=C(N)O2 (configuration not stated)
 : -9 | -6% | 6 | 2 | 6% | -7% | 51%[activator] | -8% | -1% | .
3) CCc1ccc(S(=O)(=O)c2n[nH]n3c2nc(=O)c2ccccc23)cc1
 : -2 | -2% | -9 | 16 | -10% | -10% | -10% | 31% | -4% | -2
4) COc1ccc(C(=O)NCCS(=O)(=O)N2CCc3ccccc3C2)cc1OC
 : . | -3% | -19 | -2 | . | -9% | . | -5% | . | 5
5) Cc1cccc(NS(=O)(=O)c2c(C)[nH]c(C)c2C(=O)N2CCCC2)c1
 : 0 | 3% | 2 | -25 | 2% | -23% | 2% | 2% | -5% | -1
6) Cc1c(N=Cc2cc3c(cc2[N+](=O)[O-])OCO3)cccc1[N+](=O)[O-]
 : . | . | -12 | 2 | . | 1% | . | -5% | . | .
7) CCOC(=O)CCC(NC(=O)CCCCCCCCC(=O)NC(CCC(=O)OCC)C(=O)OCC)C(=O)OCC (configuration not stated)
 : 2 | -8% | 11 | 15 | . | 20% | 6% | 2% | -10% | 1
8) O=S(=O)(Nc1cc(S(=O)(=O)N2CCOCC2)ccc1NCC1CCCO1)c1ccccc1 (configuration not stated)
 : . | 4% | 22 | 5 | . | -3% | . | -1% | . | 10
9) Nc1nc(-c2ccccc2Cl)cs1
 : . | . | -71* | 4 | . | 21% | . | -2% | . | .
10) Cc1nnc(NC(=O)c2ccc3ccccc3n2)s1
 : -1 | -3% | 1 | -4 | 1% | 17% | 7% | 0% | ? | 0
11) Cc1ccc(S(=O)(=O)NCc2ccc(/C=C(/C#N)C(=O)NCc3ccccc3)o2)cc1
 : 0 | -8% | ? | 4 | 1% | -9% | 13% | 4% | . | -3
12) COC(=O)c1ccc(COc2ccc3c(c2)CCC3)o1
 : -2 | 6% | -2 | -12 | 0% | -9% | 1% | 1% | 3% | 9
13) O=c1[nH]c(C2CCCN(S(=O)(=O)c3cccc(F)c3)C2)nc2c1nnn2Cc1ccccc1 (configuration not stated)
 : 5 | 5% | -4 | -1 | -1% | 26% | -20% | -13% | -7% | 1
14) O=C(O)C[C@H]1c2cc(F)ccc2S(=O)(=O)N1Cc1ccccc1
 : . | . | -6 | -8 | . | 22% | . | 2% | . | .
15) COc1ccccc1C=NNc1nc(C)cc(=O)[nH]1
 : . | . | 2 | -9 | . | -35% | . | 1% | . | .
16) O=S(=O)(Cc1ccccc1)N1CCNCC1
 : 2 | -2% | -2 | 0 | 6% | ? | 18% | -1% | -9% | -1
17) O=C(NCc1ccco1)c1cccc2c1C(=O)N(C1CCCCC1)C2
 : -1 | 5% | -7 | -10 | -3% | -21% | 1% | 0% | 3% | 5
18) CC1=CC(C)C2C(=O)N(CCCN(C)C)C(=O)C2C1 (configuration not stated)
 : 0 | -9% | 4 | 4 | 2% | -17% | 10% | 3% | 1% | -4
19) Clc1cccc(-c2nc3nc4ccccc4nc3n2Cc2ccccc2)c1
 : 0 | . | 14 | -4 | 3% | 24% | -9% | 20% | -1% | 4
20) COC(=O)c1ccc(NC(=O)C(=O)NCC2CCCO2)cc1 (configuration not stated)
 : 5 | 2% | 3 | -4 | 0% | 9% | ? | 0% | -6% | -5
21) C[C@@H]1CN(c2c(F)c(F)c3c(=O)c(C(=O)O)cn(C4CC4)c3c2F)C[C@H](C)N1
 : 3&-4 | -2% | -4 | 0 | 1% | 2% | 14%&1% | 1% | -2% | -2
22) CCC(CC)C(=O)Nc1nnc(SCC(=O)NC2CC2)s1
 : 2 | -2% | -9 | -1 | 8% | ? | -1% | -2% | 0% | 4
23) COc1cc(CO)cc(Br)c1OCc1cccnc1
 : 0 | -3% | 10 | -1 | 4% | 28% | 7% | 9% | 3% | -4
24) CC(C)Oc1ccc(CSc2nnc3n(C)c(=O)c4c5c(sc4n23)CCCC5)cc1
 : . | . | 9 | 11 | . | 21% | . | 3% | . | .
25) Nc1ccc(C(=O)N/N=C/c2c[nH]c3ccccc23)cc1
 : 0 | -2% | 14 | 0 | 0% | -21% | 12% | 3% | 24% | 0
26) Cc1cc(Br)ccc1NC(=O)CN1C(=S)NC(C)(C)CC1C (configuration not stated)
 : -1 | 8% | 4 | 18 | 9% | 17% | -10% | 6% | -7% | -6
27) O=C(NCCN1CCOCC1)c1cc([N+](=O)[O-])ccc1Cl
 : 0 | -9% | 16 | -7 | -11% | -12% | 3% | -4% | ? | 0
28) CCOc1ccc(-c2nc(C#N)c(NCc3ccco3)o2)cc1
 : 1 | 6% | . | 1 | 0% | 17% | 9% | 8% | 0% | 12
29) O=C(Nc1cc(S(=O)(=O)N2CCCCC2)ccc1N1CCCCC1)C1CC1
 : 1 | -9% | 11 | 4 | 0% | 8% | -5% | -3% | -8% | ?
30) O=C(Cc1cccs1)Nc1nnc(COc2ccccc2)s1
 : . | . | 7 | 18 | . | 17% | . | 7% | . | .
31) COCCN1C(=O)N[C@@H](c2cccc(C(F)(F)F)c2)C(C(=O)OC)=C1C
 : 2 | . | 13 | 0 | . | -8% | . | 1% | . | .
32) O=C(NCc1ccccc1)C(c1ccncc1)N(C(=O)c1csnn1)c1cccc(F)c1 (configuration not stated)
 : 1 | -5% | -27 | 5 | -2% | -4% | -4% | -4% | 2% | 0
33) CC(=O)Nc1ccc(N=Nc2ccc(O)cc2)cc1
 : 0 | -6% | . | -21 | 1% | -15% | 13% | -8% | . | 2
34) O=C(Cn1cc(C(F)(F)F)ccc1=O)N/N=C/c1cccc(Cl)c1
 : 2 | 19% | 9 | -2 | -3% | 9% | -5% | -6% | 3% | -1
35) COC(=O)[C@]1(Cc2ccccc2)N[C@H](c2ccc(-c3ccc(Cl)c(Cl)c3)cc2)[C@@H]2C(=O)N(C)C(=O)[C@@H]21
 : . | -3% | 8 | -5 | . | -14% | . | -7% | . | -3
36) Cc1nc2sccn2c(=O)c1S(=O)(=O)NCCc1ccccc1
 : -1 | 5% | -1 | -12 | . | 12% | . | 5% | 6% | 8
37) CC(C)C(=O)Nc1ccc(N2CCN(c3ccc(F)cc3)CC2)cc1
 : 6 | 1% | 0 | -1 | 11% | -12% | 8% | -3% | . | 2
38) CC(=O)c1cccc(NC(=O)c2sc(Cl)nc2C)c1
 : 1 | -3% | -18 | -4 | 3% | -48%[inhibitor] | 49%[activator] | -1% | 2% | ?
39) CC(C)(C)C(=O)O/N=C(\N)c1ccc(-c2csnn2)cc1
 : -3 | 7% | -5 | 1 | 0% | -5% | -14% | -3% | -2% | 26
40) Cc1ccccc1Cn1c(=O)n(Cc2ccco2)c(=O)c2ccccc21
 : 2 | 7% | -11 | 4 | 1% | 3% | 2% | -3% | -2% | 2
41) CSCCC1NC(=O)N(CC(=O)Nc2cc(C)on2)C1=O (configuration not stated)
 : . | 0% | -3 | 1 | . | 14% | . | -1% | . | 0
42) COc1ccc(S(=O)(=O)NCc2ccc3c(c2)OCO3)cc1C(=O)O
 : 0 | 2% | -2 | -2 | -4% | -10% | 0% | 3% | -6% | -1
43) CCCOc1ccc(/C=C/C(=O)OCC(=O)N(C)c2c(N)n(Cc3ccccc3)c(=O)[nH]c2=O)cc1OCC
 : . | 4% | 11 | -5 | . | 26% | . | 7% | . | -5
44) CCN(CC)c1ccc2cc(-c3nc4ccccc4n3C)c(=O)oc2c1
 : 0 | ? | -12 | -1 | 0% | -16% | ? | 399%[activator] | 15% | .
45) O=C(NC1CC1)c1cc(=O)c2ccccc2o1
 : -1 | 12% | 1 | 1 | -2% | -7% | -6% | 0% | 20% | 1
46) O=C(CSc1nc2ccccc2c(=O)n1-c1ccc(Cl)cc1)N/N=C/C=C/c1ccccc1[N+](=O)[O-]
 : 0 | 8% | 4 | -2 | 2% | 8% | -1% | -5% | 8% | -1
47) CCN(C(=O)CSc1nc(-c2cccs2)nc2ccccc12)C1CCS(=O)(=O)C1 (configuration not stated)
 : . | 3% | 1 | 5 | . | 2% | . | 4% | . | 4
48) COC(=O)c1sc2nc(N)c(C#N)cc2c1N
 : -8 | -8% | -18 | -9 | 1% | 2% | 2% | 1% | 298%[activator] | 1
49) CCCNS(=O)(=O)c1ccc(OCC(=O)Nc2ccccc2F)cc1
 : 0 | 2% | -10 | -8 | -2% | -13% | 3% | 3% | -5% | -1

An unsorted share of the library, and some 2% of all compounds hit somewhere here.
